Cneo AK release: Cryptococcus neoformans lysis via adenylate kinase release | C. neoformans lysis, adenylate kinase release luminescence, 4 h; normalised: neutral wells 0, clomiphene wells 100 | lysis activity, % at 15 µM | 360,000 tested, 0.2% active | AID 651654;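 active means mean lysis activity across replicates of at least 80%, whatever share of replicates individually reach that level; inactive means mean lysis activity below 80%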
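Test system: log-phase Cryptococcus neoformans yeast cells. Input: 5 × 10^6 yeast cells/mL. Medium: fresh YPD growth medium. Doses: single dose. Incubation: static 4 h at 37 °C with compound, 1 h detection. Measured by: luminescent adenylate kinase detection reagent. Read-out: signal increase indicating cell lysis. Benchmarks: Clomiphene.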
ERAP1 inh: ERAP1 (human) enzyme inhibition. 340,000 tested, 0.15% active. inhibition, % at 10.7 µM. Q9NZ08. AID 652197. recombinant ERAP1, Leu-AMC fluorescence, 60 min;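 active means mean replicate inhibition of at least 30%, or all replicates individually reaching that 30% level; inactive means mean below 30% and not every replicate reaching it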;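 further: 0% = neutral control wells and 100% = L-leucinethiol positive control wells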
Target sequence (Q9NZ08 whole entry, looked up): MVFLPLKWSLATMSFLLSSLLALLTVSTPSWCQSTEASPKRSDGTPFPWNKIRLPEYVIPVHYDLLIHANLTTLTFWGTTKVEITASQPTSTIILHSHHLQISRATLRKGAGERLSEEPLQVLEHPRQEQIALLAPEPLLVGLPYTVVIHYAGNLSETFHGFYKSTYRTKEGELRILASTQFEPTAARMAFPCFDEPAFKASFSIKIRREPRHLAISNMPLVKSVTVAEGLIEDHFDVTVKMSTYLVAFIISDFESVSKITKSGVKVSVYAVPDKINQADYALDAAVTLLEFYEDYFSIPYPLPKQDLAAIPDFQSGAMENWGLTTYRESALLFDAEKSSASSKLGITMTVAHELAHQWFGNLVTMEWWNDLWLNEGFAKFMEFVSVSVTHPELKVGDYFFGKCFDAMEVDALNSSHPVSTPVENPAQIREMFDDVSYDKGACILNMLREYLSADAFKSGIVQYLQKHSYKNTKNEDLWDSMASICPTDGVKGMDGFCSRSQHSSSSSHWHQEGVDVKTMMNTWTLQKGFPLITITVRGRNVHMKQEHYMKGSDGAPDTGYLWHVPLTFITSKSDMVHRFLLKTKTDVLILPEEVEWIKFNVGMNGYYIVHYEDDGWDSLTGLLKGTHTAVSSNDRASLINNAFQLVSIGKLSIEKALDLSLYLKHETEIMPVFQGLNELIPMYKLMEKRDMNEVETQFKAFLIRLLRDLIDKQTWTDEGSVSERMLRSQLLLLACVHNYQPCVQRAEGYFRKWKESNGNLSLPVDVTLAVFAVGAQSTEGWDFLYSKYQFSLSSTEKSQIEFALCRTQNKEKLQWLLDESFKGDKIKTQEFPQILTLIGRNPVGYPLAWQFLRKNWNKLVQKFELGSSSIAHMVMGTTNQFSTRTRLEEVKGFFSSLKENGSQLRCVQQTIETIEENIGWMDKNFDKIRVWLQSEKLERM
PGC1a acetyl inh: lowers PGC1a acetylation signal in U2OS cells | AlphaScreen anti-acetyl-lysine; with virally co-expressed GCN5 acetyltransferase | inhibition, % at 15.6 µM | 350,000 tested, 0.17% active;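 active means every replicate shows inhibition of at least 40%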;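 further: 0% = neutral control wells and 100% = positive control wells; some results beyond the cut were filed as inactive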
Xi reactivation: activators of X-chromosome reactivation in mouse fibroblasts; XiGFP mouse fibroblasts, % GFP-positive cells imaging, 3 d; cells co-treated with 5-aza-dC sensitizer; scaled so ellipticine positive control = 100%; activation, % at 7.58 µM; 360,000 tested, 0.055% active; AID 743238;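 active means mean normalized replicate activation at least 10% and every replicate at or above 10%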;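 further: 0% = median of on-plate neutral control wells and 100% = ellipticine 6 µM median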
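System: XiGFP fibroblasts, SV40-immortalized. Medium: DMEM plus 5-aza-dC sensitizer. Doses: single point. Timing: 3 d treatment, 15 min room-temperature fixation. Control set: ellipticine 6 µM.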
LGR2 inh: inhibitors of bursicon-induced Drosophila LGR2 receptor cAMP signaling; HEK293 LGR2, CRE-luciferase, bursicon-stimulated, 4 h; inhibition, % at 9.99 µM; 380,000 tested, 0.35% active; AID 720647;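 active means drop in luminescence signal, shown as inhibition above about 50% in the replicate tests, limit read from the data, passing the limit was not always enough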;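 further: agonist challenge used bursicon conditioned medium at about half maximal strength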
C2C12 statin: suppression of simvastatin myotoxicity. C2C12 myotubes + simvastatin, ATP luminescence, 48 h; scaled: DMSO 0, geranylgeraniol control 100. rescue of ATP level, % at 7.49 µM. 330,000 tested, 0.78% active. AID 602340;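 active means mean ATP rescue above about 67%, or every replicate alone reaching that limit, limit read from the data, passing the limit was not always enough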;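 further: myotubes were challenged with 10 µM simvastatin during compound exposure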
S100A4 inh HTS: blocks human S100A4 binding to myosin IIA peptide; inhibition, % at 10.7 µM; 360,000 tested, 0.14% active; AID 652163; P26447; S100A4/TAMRA-MyoIIA peptide fluorescence polarization;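 active means mean inhibition of at least 70% across replicates, with every replicate also reaching that level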
Target sequence (P26447 whole entry, looked up): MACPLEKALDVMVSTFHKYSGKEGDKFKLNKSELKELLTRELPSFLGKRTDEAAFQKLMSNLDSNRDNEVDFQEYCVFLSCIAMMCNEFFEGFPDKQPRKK
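Material: S100A4 monomer protein | Medium: HEPES pH 7.2 with CaCl2, KCl, NaCl, DTT, Triton | Reagent: Labelled myosin peptide probe, 5 nM | Doses: One dose per compound | Times: 5 min incubation before reading | Benchmarks: Neutral control DMSO, positive control TFP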
SIRT5 block: sirtuin-5 (human) deacylase inhibition. Q9NXA8. Purified SirT5, succinyl-peptide AMC, trypsin-coupled fluorescence. inhibition, % at 15 µM. 330,000 tested, 1.1% active. AID 652115; in the data active means inhibition above about 15%
Starred values were filed as active, the others as inactive; · = not tested or not shown; & = joins results of further samples.

The line under a structure holds: Cneo AK release	ERAP1 inh	PGC1a acetyl inh	Xi reactivation	LGR2 inh	C2C12 statin	S100A4 inh HTS	SIRT5 block
COc1ccc(F)cc1CSc1nnnn1-c1ccc(O)cc1
 : -2	-1	·	0.0	9	14	-3	4
COc1ccc(C(=O)COC(=O)CCN2C(=O)C3C4C=CC(C5CC45)C3C2=O)cc1 (stereo unspecified)
 : -3	1	1	0.3	10	·	-5	-4
O=C(c1ccncc1)N1CC(=O)N2[C@@H](CO)[C@H](c3ccc(-c4cccnc4)cc3)[C@@H]2C1
 : ·	1	7	0.0	-12	·	-14	-10
Cn1nc(C(=O)Nc2cccc(Cl)c2)cc1C(=O)Nc1cccc(Cl)c1
 : 2	2	-25	0.0	-12	-16	2	-5
CN(Cc1nc(-c2ccc3c(c2)OCO3)no1)CC1(N2CCOCC2)CCCCC1
 : -3	-1	3	0.4	-6	4	-4	3
O=[N+]([O-])c1ccccc1S(=O)(=O)NCc1ccc(F)cc1
 : ·	10	-5	0.0	-2	·	3	-2
CCOC(=O)c1c(C(=O)OCC)c(C)n(Cc2cc(OC)c(OC)c(OC)c2)c1C
 : -13	-2	4	0.6	-7	-3	-2	-4
O=C1CC(C(=O)Nc2ccc(Br)cc2)C2(CCCC2)O1 (stereo unspecified)
 : ·	-1	·	·	2	·	-23	1
CCC(C)(C)NC(=O)C(c1ccc(OC)cc1)N(C(=O)CCC(=O)Nc1cc(C)on1)c1ccc2c(c1)OCO2 (stereo unspecified)
 : 6	1	·	-0.1	-11	6	-2	0
CCN(c1ccccc1)S(=O)(=O)c1ccc(Cl)c(NC(=O)CN2C(=O)NC3(CCCC3)C2=O)c1
 : 7	·	8	1.5	2	-7	4	16*
COc1ccc(-c2cc(C(=O)Nc3ccc4c(c3)OCO4)no2)cc1
 : -3	4	·	0.1	-13	2	8	-5
CN1CCN(C(=O)C[C@H]2CC[C@@H]3[C@H](COC[C@H](O)CN3C(=O)C3CC3)O2)CC1
 : -2	1	0	0.1	2	-21	12	-3
C#CCNC[C@@H]1CSCCS(=O)(=O)N1
 : ·	-3	·	0.1	-4	·	0	-4
NC(=O)c1ccc(N2CCN(c3ncc(C(F)(F)F)cc3Cl)CC2)cc1
 : 4	-6	-6	0.0	9	-13	-1	-1
CCCNC(=O)N1C[C@H](C)[C@H](OC)CN(C)C(=O)c2cc(NC(=O)C3CCC3)ccc2OC[C@@H]1C
 : ·	·	8	0.2	-12	-10	·	·
CCCC(=O)Nc1ccc2c(c1)C(=O)N(C)C[C@@H](OC)[C@@H](C)CN(Cc1cccc(F)c1)[C@@H](C)CO2
 : -2	-2	-2	0.2	5	11	6	-1
C[C@@H]1CCCCO[C@H](CN(C)C(=O)CCC(F)(F)F)[C@@H](C)CN([C@@H](C)CO)C(=O)c2cc(NC(=O)C3CCCCC3)ccc2O1
 : -1	-5	-4	0.3	-11	·	-5	18*
CCOC(=O)CSc1n[nH]c(NC(=O)c2ccccc2)n1
 : 1	-2	4	·	4	27	-2	-4
COC(=O)c1ccccc1-c1ccc(/C=N/NC(N)=O)o1
 : -2	·	-2	0.1	·	-2	-6	2
COc1ccc(C2=NOC(C)(c3sc(-c4ccc(Cl)cc4)nc3C)C2)cc1 (stereo unspecified)
 : ·	0	·	0.0	-29	·	-2	-3

Compound profiles (already shown). Values in the order: Cneo AK release	ERAP1 inh	PGC1a acetyl inh	Xi reactivation	LGR2 inh	C2C12 statin	S100A4 inh HTS	SIRT5 block
Listed for NC(=O)c1ccc(N2CCN(c3ncc(C(F)(F)F)cc3Cl)CC2)cc1 → 4	-6	-6	0.0	9	-13	-1	-1
Listed for COc1ccc(F)cc1CSc1nnnn1-c1ccc(O)cc1 → -2	-1	·	0.0	9	14	-3	4

Later entries
The line under a structure holds: Cneo AK release	ERAP1 inh	PGC1a acetyl inh	Xi reactivation	LGR2 inh	C2C12 statin	S100A4 inh HTS	SIRT5 block
CCNC(=O)C[C@H]1CC[C@@H]2[C@H](COc3ccc(NC(=O)Nc4ccccc4C)cc3C(=O)N2C)O1
 : 0	3	-2	-0.1	-5	0	1	0
COc1ccc(S(=O)(=O)N2CCOCC2)cc1NC(=O)Cc1coc2cc(C)ccc12
 : -1	4	·	0.2	4	12	-5	-1
N#C[C@@H]1[C@@H](c2ccccc2-c2ccccc2F)[C@H](CO)N1C(=O)c1cccc(F)c1
 : ·	2	-9	0.0	-10	·	7	1
CCCn1c(=O)c(Br)cn(-c2ccccc2C)c1=O
 : -1	-3	0	0.0	-23	6	-1	-2
C[C@H]1CN([C@@H](C)CO)C(=O)c2ccccc2-c2ccccc2CO[C@@H]1CN(C)C(=O)Nc1cccc(F)c1
 : 47	1	-10	0.6	14	2	-3	4
Cc1cccc(C)c1NC(=S)NC(C)(C)CO
 : ·	·	·	0.2	-10	·	5	2
COc1ccc(NC(=O)C2CCCC2)cc1S(=O)(=O)N1CCOCC1
 : 0	-4	3	0.1	8	-8	-8	0
Nc1nc(NCc2ccco2)nc(Nc2ccc(F)cc2)c1[N+](=O)[O-]
 : 1	·	1	0.1	-3	·	-3	-1
Brc1ccc(OCc2nnnn2-c2ccccc2)cc1
 : ·	0	·	0.0	28	·	-3	-8
COc1ccc(C(=O)NC(=S)Nc2cc(C)ccn2)cc1[N+](=O)[O-]
 : ·	2	·	0.3	-11	·	0	-5
CO[C@@H]1CN(C)C(=O)c2ccc(NC(=O)c3cc(C)on3)cc2OC[C@H](C)N(C(=O)C2CC2)C[C@@H]1C
 : -2	-3	·	0.3	-13	11	-11	-5
CC(=O)Nc1ccc(S(=O)(=O)Nc2ccc(S(=O)(=O)Nc3nccs3)cc2)cc1
 : 4	-2	·	0.0	13	15	0	-3
Cn1cnc(S(=O)(=O)N2CC[C@@H]3[C@@H](CO)Nc4ccc(-c5ccc(F)cc5)cc4[C@@H]32)c1
 : 6	1	-4	0.0	12	9	5	0
CCOc1ccc(C(=O)NCC(=O)OCc2nnc(-c3ccccc3)o2)cc1OCC
 : 3	-2	·	0.0	-39	3	-2	-2
CCOc1ccc(NC(=O)CN(C)C(=O)CCNC(=O)c2ccco2)cc1OCC
 : 4	5	3	0.1	-7	-3	3	-2
Cc1ccc(C)c(NC(=O)Cn2nnc(C(=O)NCc3ccco3)c2N)c1
 : -6	-3	13	0.0	0	10	2	-4
CC1(C)CC(=O)C=C(NCC2CCCO2)C1 (stereo unspecified)
 : 1	4	1	·	8	4	0	7
Cc1nn(-c2ccc(F)cc2)c(Cl)c1/C=N/NC(=O)c1cccc(S(=O)(=O)N2CCCC2)c1
 : -2	4	·	0.0	0	·	-2	-8
COC(=O)c1ccc2nc(NC(=O)C3CCCCC3)sc2c1
 : ·	6	·	0.0	-61	·	-4	-2
NC(N)=N/N=C/c1ccc(Cl)cc1Cl
 : ·	-38	-13	0.8	-2	·	-2	0
COc1ccc(NC(=O)N(C)C[C@H]2OCCCC[C@H](C)Oc3ccc(NC(=O)c4ccncc4)cc3C(=O)N([C@H](C)CO)C[C@@H]2C)cc1
 : 51	·	8	0.1	-1	·	·	·
C[C@H](NC(=O)C[C@@H]1CC[C@@H](NC(=O)c2cccnc2)[C@H](CO)O1)c1ccccc1
 : -12	-2	-4	0.1	8	0	-4	1
C[C@@H]1CN([C@@H](C)CO)C(=O)Cc2cc(NC(=O)C3CCCCC3)ccc2O[C@@H]1CN(C)C(=O)Nc1ccc(F)cc1
 : -4	1	-3	-1.2	-13	-11	2	7
COc1cc2cc(OC(C)=O)c3cc4c(cc3c2c(OC)c1OC)OCO4
 : ·	-1	·	0.0	9	·	11	·
C/C(=N\OCC(=O)O)c1ccc(Cl)cc1
 : ·	1	·	0.1	-12	-6	0	2
C[C@H]1CN([C@@H](C)CO)S(=O)(=O)c2ccc(C3=CCCC3)cc2O[C@H]1CN(C)C(=O)C1CCOCC1
 : -5	2	-11	-0.9	-4	55	14	0
C[C@H]1CN([C@@H](C)CO)C(=O)c2cc(NC(=O)Nc3ccc(F)cc3)ccc2O[C@H]1CN(C)Cc1ccc(C(=O)Nc2ccccc2N)cc1
 : 0	2	-1	-0.7	2	·	2	·
CCC(c1nc2ccccc2[nH]1)n1c(-c2ccc3ccccc3c2)nc2ccccc21 (stereo unspecified)
 : ·	-2	·	0.2	6	·	-3	-1
CCOC(=O)C1(CCCc2ccccc2)CCN(C(=O)Cc2nonc2C)CC1
 : ·	8	·	0.0	6	·	2	-5
CC(C)OCCCN1C=C2C(=O)C(C)(OC(=O)CCc3ccccc3)C(=O)C=C2C=C1c1ccc(C#N)cc1 (stereo unspecified)
 : ·	3	·	-0.3	-8	·	1	·
CCOc1ccc(/C=N/NC(=O)Cn2ccnc2C)cc1
 : ·	3	6	-0.1	-6	-5	8	-3
CCc1ccc(C2C(C#N)=C(N)OC3=C2C(=O)CCC3)s1 (stereo unspecified)
 : 1	1	·	0.1	-8	-5	-3	0
Cc1nn(-c2ccccc2)c(Cl)c1C(=O)NCC1CCCO1 (stereo unspecified)
 : 0	4	14	0.0	-8	-6	5	-2
C[C@H](CO)N1C[C@H](C)[C@@H](CN(C)C)Oc2c(NS(C)(=O)=O)cccc2C1=O
 : -1&2	2&10	8&5	0.0	9	-29&-4	3&9	-3&-5
CN(C)c1oc(-c2ccc(OCc3ccc(Cl)cc3)cc2)nc1C#N
 : -2	·	11	·	-11	-15	·	·
O=C(COc1ccccc1Cl)NCCCNC(=O)c1ccccn1
 : 4	0	·	0.4	-1	17	3	5
Cc1cccc(CNc2ncnc3[nH]ncc23)c1
 : -1	0	·	0.0	-16	1	-28	0
C/C=C/c1cnc2c(c1)C(=O)N([C@@H](C)CO)C[C@@H](C)[C@H](CN(C)Cc1ccccc1F)O2
 : ·	·	9	-0.1	-21	-5	·	·
COc1ccc(NC(=O)N(C)C[C@@H]2Oc3ccc(NC(=O)Cc4cn(C)c5ccccc45)cc3CC(=O)N([C@@H](C)CO)C[C@@H]2C)cc1
 : 2	-1	4	0.0	3	-28	12	0
CCc1ccc(CNC(=O)C2CC(=O)N(C3CCCC3)C2)cc1 (stereo unspecified)
 : 0	2	4	0.3	3	4	0	1
O=C(COC(=O)C1(c2ccc(Cl)cc2)CCCC1)Nc1ncc(C(F)(F)F)cc1Cl
 : ·	-1	·	0.3	2	·	-5	-4
COc1ccc(Br)cc1C(=O)Nc1ccc(C(=O)NCC(C)C)cc1
 : -2	-6	·	0.2	-10	-10	-5	-4
CCN(CC)C(=O)Cn1cc(S(=O)(=O)CC(=O)NC2CCCCC2)c2ccccc21
 : 0	-3	5	0.0	24	0	-1	-5
O=c1c2cc([N+](=O)[O-])ccc2sn1-c1ccccc1
 : -8	·	·	0.1	-3	-12	-3	-1
Cc1ccc(C(=O)NC2CCCCCCC2)cc1S(=O)(=O)N1CCOCC1
 : 0	-1	·	0.0	-18	-5	-7	-2
O=C(NNC(=O)C1CC1)c1cc(Br)c(Br)s1
 : 2	0	8	0.0	-7	8	1	1
COc1cnc(-c2ccccn2)nc1Oc1cccc(C(F)(F)F)c1
 : ·	2	·	0.0	0	·	9	1
O=C(C[C@@H]1C=C[C@@H](NS(=O)(=O)c2cccc(F)c2)[C@H](CO)O1)NCc1ccc2c(c1)OCO2
 : -1	3	-3	-0.4	-23	1	10	0
O=C(NCCCc1ccccc1)c1cccc(NC(=O)C2CCCCC2)c1
 : 0	·	-7	0.1	1	-7	8	-3

These rows are one share of the data; the hit share may differ from the screen's.
